High-throughput results deposited in PubChem BioAssay by several laboratories.
Tb MetRS inh: Trypanosoma brucei MetRS inhibition; purified T. brucei MetRS, ATP depletion, Kinase-Glo luminescence; inhibition, % at 11.9 µM; actives 0.4% (n = 360,000);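 active means inhibition above a per-plate cutoff of the control wells' mean inhibition plus 3 SD, cut at about 5.5% in these data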;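 further: 0% = DMSO wells median and 100% = median of wells with control inhibitor compound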
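Test system – parasite MetRS enzyme · Reagent – substrates ATP, L-methionine and bulk Escherichia coli tRNA · Doses – 11.9 µM compound single dose, 0.9% DMSO · Times – 15 min enzyme-compound preincubation, 2 h reaction, 10 min detection, 25 °C · Signal – Kinase-Glo luminescence, ATP depletion format · Controls – DMSO-only wells as low control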
bovine MsrA act: activates bovine MsrA enzyme; purified bovine MsrA, absorbance read-out; activation, % at 10.6 µM; actives 0.3% (n = 360,000); in the data active means activation above about 7.5%;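 further: 0% = vehicle and 100% = reference activator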
eLon inh: inhibits E. coli Lon protease; P0A9M0; purified E. coli Lon protease, fluorescence polarization; inhibition, % at 7.94 µM; actives 0.42% (n = 360,000); in the data active means inhibition above about 13%, passing the limit was not always enough;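 further: 0% = enzyme with probe and DMSO and 100% = no enzyme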
Target sequence (P0A9M0 whole entry, looked up): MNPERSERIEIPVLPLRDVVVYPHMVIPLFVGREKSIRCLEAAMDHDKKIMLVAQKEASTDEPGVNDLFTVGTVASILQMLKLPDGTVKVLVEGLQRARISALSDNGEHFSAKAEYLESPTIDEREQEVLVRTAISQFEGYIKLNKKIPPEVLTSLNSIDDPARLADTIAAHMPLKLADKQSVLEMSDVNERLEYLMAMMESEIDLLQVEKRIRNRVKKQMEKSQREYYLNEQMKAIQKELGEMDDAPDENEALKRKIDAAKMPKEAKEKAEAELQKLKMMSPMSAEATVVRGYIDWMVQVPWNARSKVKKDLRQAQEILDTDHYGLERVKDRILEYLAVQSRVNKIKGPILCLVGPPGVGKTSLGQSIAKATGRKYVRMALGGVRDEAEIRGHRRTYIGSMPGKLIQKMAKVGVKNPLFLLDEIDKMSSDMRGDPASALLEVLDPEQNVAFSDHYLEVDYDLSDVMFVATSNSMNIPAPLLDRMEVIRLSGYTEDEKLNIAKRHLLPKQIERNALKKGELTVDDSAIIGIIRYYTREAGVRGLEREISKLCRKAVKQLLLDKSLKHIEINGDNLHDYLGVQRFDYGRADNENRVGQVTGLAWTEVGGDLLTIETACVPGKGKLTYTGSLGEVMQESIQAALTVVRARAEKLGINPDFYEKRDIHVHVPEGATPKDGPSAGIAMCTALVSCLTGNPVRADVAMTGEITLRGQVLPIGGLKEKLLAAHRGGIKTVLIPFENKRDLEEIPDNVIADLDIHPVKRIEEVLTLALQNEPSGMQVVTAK
NRP1-CendR mod: NRP-1/CendR interaction modulation; actives 0.85% (n = 360,000); AID 602438; inhibition, % at 25 µM; O14786; FAM-RPARPAR peptide binding to NRP-1, fluorescence polarization;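 active means inhibition or corrected inhibition above about 18%, plus a signal ratio from 0.5 to 1.5, limit read from the data, passing the limit was not always enough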; further: strong numbers were not always called active
DNMT1 block: blocks human DNA methyltransferase DNMT1; P26358; DNMT1 molecular beacon, Hinp1I cleavage, fluorescence; inhibition (reported as % activation of signal), % at 10 µM; actives 0.83% (n = 360,000); AID 588458; in the data active means inhibition above about 50%
SUMO1 PPI mod: modulators of human SUMO1-mediated protein-protein interactions; P63165; SUMO1 binding to a labelled peptide, TR-FRET, 1 h; inhibition, % at 20 µM; actives 0.33% (n = 360,000); AID 602429; in the data active means inhibition above about 37%
Target sequence (P63165 whole entry, looked up): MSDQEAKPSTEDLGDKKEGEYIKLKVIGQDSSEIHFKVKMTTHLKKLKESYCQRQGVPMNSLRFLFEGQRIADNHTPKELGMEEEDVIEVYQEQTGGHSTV
Scp-1 inhibitor: inhibitors of human Scp-1 phosphatase; Q9GZU7; Recombinant Scp1, phosphopeptide, malachite green phosphate absorbance; inhibition, % at 20 µM; actives 0.88% (n = 340,000);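 active means inhibition above about 50% at 20 µM, limit read from the data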;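 further: plate controls were DMSO wells with enzyme for no effect and wells lacking enzyme for full effect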
Target sequence (Q9GZU7 76-261 limits assumed): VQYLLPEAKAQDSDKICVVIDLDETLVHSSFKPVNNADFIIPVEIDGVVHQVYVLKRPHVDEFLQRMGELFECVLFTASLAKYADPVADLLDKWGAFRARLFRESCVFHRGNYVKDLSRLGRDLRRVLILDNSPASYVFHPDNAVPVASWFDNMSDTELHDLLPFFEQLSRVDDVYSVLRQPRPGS
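Material: truncated SCP-1 phosphatase (76-261aa) / Buffer or medium: 50 mM Tris acetate pH 5.5, 0.005% Tween-20, 10 mM MgCl2 / Compound dosing: one concentration, 20 µM, with 1.0% DMSO / Incubation: 45 min room-temperature reaction, 5 min colour, 30 min stabiliser / Detection: colorimetric free-phosphate detection, absorbance 630 nm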
MsrA inh: inhibits bovine methionine sulfoxide reductase A; actives 0.75% (n = 360,000); purified bovine MsrA, absorbance read-out; inhibition, % at 15.5 µM; AID 651718; in the data active means inhibition above about 4.5%;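 further: 0% = vehicle wells with enzyme and 100% = reference inhibitor wells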
LMPTP block: LMPTP (human) inhibition. recombinant LMPTP-A, OMFP fluorogenic substrate, fluorescence intensity. P24666. actives 0.22% (n = 360,000). inhibition, % at 20 µM;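 active means compounds that cut the enzyme signal by at least half of the control window in the single-dose screen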;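 further: plate controls were DMSO wells with enzyme plus substrate for no effect and substrate without enzyme for full effect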
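Test system – LMPTP-A enzyme · Amount – LMPTP-A at 0.625 nM final in the reaction · Buffer or medium – Bis-Tris pH 6.0, DTT, detergent · Reagent – OMFP 400 µM · Doses – single 20 µM dose · Schedule – reaction 50 min, room temperature, dark · Detection – fluorescence intensity of OMFP turnover product · Evaluation – percent inhibition versus substrate-only and uninhibited controls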
STEP inh: STEP (human) phosphatase inhibition. recombinant STEP, OMFP fluorogenic substrate, fluorescence. inhibition, % at 20 µM. P54829. actives 0.25% (n = 360,000);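 active means inhibition at 20 µM, scaled per plate between control wells, above about 37%, limit read from the data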;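 further: 0% = DMSO with enzyme and substrate and 100% = substrate only without enzyme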
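Material: STEP (striatal-enriched tyrosine phosphatase) enzyme, cell-free | Medium: 50 mM Bis-Tris pH 6.0 with 2.5 mM DTT and 0.005% Tween 20 | Read-out: Percent inhibition scaled to no-enzyme and uninhibited-enzyme controls, plate-pattern corrected | Signal: Fluorescence read at 480 nm ex / 540 nm em | Times: 20 min reaction, room temperature, in the dark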
Starred values were filed as active, the others as inactive; . = no result given.

SMILES	Tb MetRS inh	bovine MsrA act	eLon inh	NRP1-CendR mod	DNMT1 block	SUMO1 PPI mod	Scp-1 inhibitor	MsrA inh	LMPTP block	STEP inh
Cc1nnc(-c2ccc(Oc3ccc(Br)cc3)c([N+](=O)[O-])c2)o1	-0.6	-3	1	-4	-4	-25	-5	3.5	0.8	1
N#Cc1ccc(COC(=O)c2cc(=O)c3ccccc3o2)cc1	-1.6	-15	-4	12	11	1	-5	2.4	1.5	-1
C=CCC(CC=C)(NC(=O)c1ccccc1C(=O)O)c1ccccc1	0.3	-3	-10	-5	4	1	-4	-0.8	-1.4	-3
CC(C)NS(=O)(=O)c1ccc(Br)c(C(=O)OC(C)C(=O)NC2CCCCC2C)c1 (centres undefined)	-0.4	-4	3	0	5	2	-9	-0.9	-0.7	1
O=C(O)CC(NC(=O)C(c1ccccc1)c1ccccc1)c1ccco1 (centres undefined)	-1.1	-14	0	3	7	-2	2	1.5	0.8	2
COc1ccc(N2CCN(C(=O)C3CCN(S(=O)(=O)N4CCOCC4)CC3)CC2)cc1	0.2	0	-1	-4	-2	-2	-7	-0.7	-2.5	-1
CC(C)NC(=O)c1ccc2c(c1)S(=O)(=O)c1ccccc1C2=O	-0.6	-5	-1	-7	1	-29	-3	0.4	-2.6	0
COc1cccc(OC)c1OCCOc1ccc(C(=O)c2ccccc2)cc1	0.2	18*	-1	1	-2	1	-15	-0.2	1.4	-1
O=C(C1COc2ccccc2O1)N1CCN(S(=O)(=O)c2ccccc2)CC1 (centres undefined)	-0.3	-6	-1	0	2	-1	-6	0.9	0.5	0
COc1ccc2c(c1OC)C(=O)N1N=C(c3ccc(-c4ccccc4)cc3)CC21 (centres undefined)	-0.6	-5	2	-2	-1	-4	-8	-0.7	3.6	1
CCc1cccc(NC(=O)CN(C)S(=O)(=O)c2cnc[nH]2)c1	-0.3	-6	-9	19	3	-1	3	0.4	0.3	-1
CCn1c(CC(=O)Nc2ccc(Cl)c(Cl)c2)nnc1SCc1ccc(C)cc1	-0.3	5	-6	-4	25	0	10	-1.1	1.6	-2
O=C(NC1CCN(C(=S)NCCc2ccccc2)CC1)C1CC1	-0.1	-3	0	8	0	4	-11	0.3	-0.7	3
Oc1c(C(c2cccs2)N2CCC3(CC2)OCCO3)sc2ncnn12 (centres undefined)	-0.3	-1	4	3	-1	-12	-12	1.6	-0.4	-2
O=C(NCc1ccccc1)C(c1ccc(F)cc1)N(Cc1ccc2c(c1)OCO2)C(=O)Cn1nnc(-c2cccs2)n1 (centres undefined)	-0.8	0	0	3	-2	-3	-6	1.8	-0.5	0
CC(=O)Oc1ccc2c(c1)C(=O)c1ccccc1C2=O	2.9	-2	7	2	5	-21	-17	1.3	1.1	1
CC(=O)Nc1ccc(CNc2nc3cc(-c4cccc(C(F)(F)F)c4)sc3c(=O)n2C)cc1	0.1	2	0	-2	61*	-10	.	0.4	4.8	0
O=C(Nc1cc(S(=O)(=O)N2CCCCC2)ccc1O)c1ccccc1NS(=O)(=O)c1ccc(F)c(F)c1	0.4	-2	3	10	-26	22	-11	1.9	0.4	-5
Cc1ccc2[nH]c(=O)cc(C(=O)OC(C)C)c2c1	0.1	-1	-9	-7	0	-1	-1	1.5	1.6	18
O=C(O)c1cc(S(=O)(=O)N2CCCCC2)ccc1N1CCCCC1	-0.3	-3	-14	-11	3	4	-3	1.1	-1.8	1
C=CCN(Cc1nc(-c2cc(OC)ccc2OC)oc1C)C1CCS(=O)(=O)C1 (centres undefined)	-0.7	-1	3	5	-5	-3	-1	2.3	1.3	2
Clc1cccc(NCc2nnc(SCc3ccccc3Cl)o2)c1	-0.1	0	-7	11	-6	-1	-9	-0.7	3.1	16
O=C(N/N=C/c1cn(-c2ccccc2)nc1-c1cc2ccccc2o1)c1ccncc1	-0.1	-6	-11	-6	-5	0	-8	1.6	2.3	-1
O=C(CSc1nc2ccsc2c(=O)n1Cc1ccc(C(=O)O)cc1)NCc1ccco1	-0.2	-4	0	-16	8	15	25	0.3	-1.5	-1
O=C(CCCn1cc([N+](=O)[O-])cn1)Nc1ccc2c(c1)OCO2	-0.1	-1	1	-1	-2	-2	-4	-0.8	-2.4	0
CCCCN(C(=O)c1ccc(-c2ccc([N+](=O)[O-])cc2)o1)c1c(N)n(CC(C)C)c(=O)[nH]c1=O	-0.6	-10	-12	-8	2	-31	17	-0.5	-3.9	-7
COc1ccc(Oc2nc(-c3ccccn3)nc3ccccc23)cc1	0.4	-2	-8	12	-5	-5	-5	-0.8	2.3	1
COc1ccc([N+](=O)[O-])cc1NC(=O)c1ccc(-n2nc(C)cc2C)cc1	-0.1	-1	-9	-23	-7	0	13	-0.3	5.5	6
Cc1cccc(OCCCn2c(CO)nc3ccccc32)c1	-0.3	-3	1	-11	0	4	-4	1.1	1.1	-1
NC(=O)COC(=O)c1c2c(nc3ccccc13)CCCCC2	-0.7	-7	10	-1	-2	2	-3	1.7	1.6	2
Cc1[nH]c(=O)c(C#N)cc1-c1ccccc1	-0.4	3	7	-6	-2	-2	-6	3.0	-0.1	-4
Cc1ccc(S(=O)(=O)Nc2ccccc2C(=O)N2CCCCC2)cc1	0.8	-5	2	11	0	3	-8	1.6	1.4	4
Cc1cc(C(F)F)n2ncc(C(=O)NCc3ccc(F)cc3)c2n1	0.1	-2	3	-7	-4	0	-10	1.1	-0.8	0
COc1ccc(CC(=O)N(Cc2ccccc2)c2ccc(C)cc2)cc1OC	-0.2	-4	-9	12	0	-1	-9	0.2	-0.3	1
CC(C)=C1SC(N2CCN(c3ccc(C)cc3)CC2)=NC1=O	-0.5	-3	-2	-7	2	-2	-12	1.3	1.1	-1
CC(C)OCC1CC(CC(=O)Nc2ccc([N+](=O)[O-])cc2)C(=O)O1 (centres undefined)	1.1	-2	0	4	1	-15	-3	1.1	0.0	-3

Rewritten with the structure last: entries from further up.
Tb MetRS inh	bovine MsrA act	eLon inh	NRP1-CendR mod	DNMT1 block	SUMO1 PPI mod	Scp-1 inhibitor	MsrA inh	LMPTP block	STEP inh	mol
-0.6	-10	-12	-8	2	-31	17	-0.5	-3.9	-7	CCCCN(C(=O)c1ccc(-c2ccc([N+](=O)[O-])cc2)o1)c1c(N)n(CC(C)C)c(=O)[nH]c1=O
0.4	-2	-8	12	-5	-5	-5	-0.8	2.3	1	COc1ccc(Oc2nc(-c3ccccn3)nc3ccccc23)cc1

Other entries follow:
SMILES	Tb MetRS inh	bovine MsrA act	eLon inh	NRP1-CendR mod	DNMT1 block	SUMO1 PPI mod	Scp-1 inhibitor	MsrA inh	LMPTP block	STEP inh
COC(=O)CCCC(=O)Nc1ccc(Br)cc1	-0.7	-9	-15	7	9	-4	-5	1.1	-1.1	0
CCOC(=O)C1CCN(C(=O)Cc2c(F)cccc2Cl)CC1	0.5	-3	8	1	-1	2	-5	1.0	0.0	-2
O=C(O)Cn1c(CCS(=O)(=O)c2ccc(Br)cc2)nc2ccccc21	-0.5	-3	-6	-12	29	1	32	0.5	-2.1	-3
Cc1ccc(-c2nn3c(C)nnc3s2)cc1NC(=O)COc1ccc(Cl)cc1	-0.6	1	6	-4	0	-7	-4	-0.3	1.9	3
CSC(=S)N/N=C(\C)c1ccccc1	0.1	-1	-2	13	-4	3	3	-1.1	1.1	1
CCC1(CC)Cc2ccccc2C(Nc2c(C)n(C)n(-c3ccccc3)c2=O)=N1	-0.5	-3	-12	-10	2	-2	1	0.1	1.1	-2
O=C(NCCc1cccs1)Nc1nnc([C@H]2C[C@H](O)[C@@H](CO)O2)s1	-0.1	1	-2	-2	-2	7	.	0.4	0.6	0
Cc1ccc(C)c(NS(=O)(=O)c2ccc(-c3cnc(C4CC4)o3)cc2)c1	-0.1	-2	-12	-6	3	-6	-7	1.8	1.9	-3
Cn1c(=O)c(Oc2cc(Cl)cc(Cl)c2)nc2ccccc21	0.2	-5	-7	7	12	8	-3	1.1	-0.9	-2
CC(C)(C)c1ccc(O)c(/C=N\O)c1	-0.1	-3	-5	10	0	-2	-12	0.6	0.3	2
CCn1c2ccccc2c2cc(/C(C)=N/O)ccc21	-0.6	-10	-4	0	-10	0	4	-0.9	1.4	4
O=C(Nc1nc2ccccc2c(=O)s1)c1ccc(F)cc1Cl	1.4	-10	7	-4	4	-23	0	0.9	2.1	4
CCOc1cccc(N2C(=O)CC(N3CCN(c4ccc(S(=O)(=O)CC)cc4)CC3)C2=O)c1 (centres undefined)	0.2	-1	9	13	-1	-4	-2	-0.2	-0.4	2
CC(CCc1ccccc1)NC(=O)CCC1CCCC1 (centres undefined)	-0.4	-1	-7	10	6	3	-7	-1.2	-0.9	-1
c1ccc(CCN2CN(CCCN3CCOCC3)c3nc4ccccc4n3C2)cc1	5.0	0	-1	-3	-2	0	-5	-0.4	1.9	-3
CC(=O)NC(Cc1ccccc1)C(=O)N1CCN(C(=O)c2cccs2)CC1 (centres undefined)	-1.2	-6	5	-2	1	-1	-3	-1.7	0.0	0
CC1=C/C(=N\S(=O)(=O)c2ccccc2)C(C(C)C)=CC1=O	0.1	-1	-1	-1	-27	0	-4	-0.9	1.0	0
NS(=O)(=O)c1cccc(C(=O)N2CCCc3ccccc32)c1	-0.1	-2	7	5	-4	1	.	-0.4	-1.0	3
O=c1cc(CO)occ1OCc1c(F)cccc1Cl	-0.4	-1	6	-8	7	-1	15	-1.1	0.3	1
CC1=C(C(=O)N(C)C)CC(CC(=O)NCCN2CCOCC2)C(=O)N1CCCN1CCCC1=O (centres undefined)	-0.8	-2	-2	9	6	-1	.	-0.4	-3.4	-4
COc1ccc(C(=O)Nc2ccc3ncccc3c2)cc1	-0.4	-2	-7	-4	-1	-4	6	1.0	0.6	1
O=C(NCc1nc2ccccc2[nH]1)c1cccc(S(=O)(=O)N2CCCC2)c1	7.9*	-3	2	-2	1	6	-2	-0.1	-1.6	-3
Cc1cccc(C)c1NC(=O)c1ccc(N2CCCC2=O)cc1	-0.2	-3	1	7	1	2	3	-0.3	0.0	1

A draw from above in order of number of heavy atoms, ascending.
SMILES	Tb MetRS inh	bovine MsrA act	eLon inh	NRP1-CendR mod	DNMT1 block	SUMO1 PPI mod	Scp-1 inhibitor	MsrA inh	LMPTP block	STEP inh
CC(CCc1ccccc1)NC(=O)CCC1CCCC1 (centres undefined)	-0.4	-1	-7	10	6	3	-7	-1.2	-0.9	-1
COc1ccc(C(=O)Nc2ccc3ncccc3c2)cc1	-0.4	-2	-7	-4	-1	-4	6	1.0	0.6	1
NS(=O)(=O)c1cccc(C(=O)N2CCCc3ccccc32)c1	-0.1	-2	7	5	-4	1	.	-0.4	-1.0	3
c1ccc(CCN2CN(CCCN3CCOCC3)c3nc4ccccc4n3C2)cc1	5.0	0	-1	-3	-2	0	-5	-0.4	1.9	-3
CC1=C(C(=O)N(C)C)CC(CC(=O)NCCN2CCOCC2)C(=O)N1CCCN1CCCC1=O (centres undefined)	-0.8	-2	-2	9	6	-1	.	-0.4	-3.4	-4
